miR-122 sensor – miR-122 inhibition in Huh7 cells; Huh7 miR-122 Renilla luciferase sensor, 48 h; neutral wells = 0, positive control = 100; activation (reporter increase), % at 12.5 µM; 340,000 compounds, 0.3% hits;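 active means mean replicate activation score at least 90 and every replicate individually at or above 90; inconclusive means only one of the two criteria met; inactive means neither criterion met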;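 further: higher luciferase means less miR-122 activity so hits act as miR-122 inhibitors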
EWS-Fli block – EWS/Fli transcriptional activity inhibition; A673 NR0B1-luciferase reporter, viability-normalised; inhibition, % at 12.6 µM; 350,000 compounds, 0.67% hits; AID 651661;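 active means mean inhibition of at least 50% after viability correction, with every replicate also passing that limit; inconclusive means mean reaches 50% but only one of two replicates passes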;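 further: firefly luciferase signal divided by Alamar Blue viability fluorescence both relative to DMSO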
FN deposition inh – fibronectin deposition inhibition | AH1F fibroblasts, Alexa488-fibronectin deposition fluorescence, overnight | inhibition, % at 12.6 µM | 350,000 compounds, 0.086% hits | AID 743247;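 active means mean inhibition across replicates of 30% or more, regardless of how many single replicates reach that level; inconclusive means mean under 30% yet at least half of replicates reach 30%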;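 further: positive control wells lacked labelled fibronectin entirely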
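Assay system: AH1F fibroblasts / Quantity: 10000 cells per well / Medium: DMEM plus 2% serum, read in PBS / Reagent: labelled fibronectin 24 nM / Dosing: single dose, pinned / Times: 1 h cell attachment, overnight exposure to compound and label / Signal: fluorescence, ex 485 nm, em 525 nm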
DENV2 CPE rescue – protects cells from dengue virus 2 cytopathic effect. 350,000 compounds, 1.7% hits. DENV2-infected cells, cytopathic effect rescue, plate reader. CPE inhibition, % at 9.99 µM; in the data active means CPE inhibition above about 20%, passing the limit was not always enough; inconclusive means no clear call, values can overlap the other calls; tested in BHK-21 cells;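 further: 0% = median of neutral control wells and 100% = median of positive control wells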
PAX8 inh HTS – PAX8 transcriptional activity inhibition; RMG-I TPO-luciferase reporter, SteadyGlo, 24 h; inhibition, % at 12.6 µM; 360,000 compounds, 1.2% hits; AID 652154;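 active means mean replicate inhibition at least 60% with every replicate also reaching 60%; inconclusive means only one of the two criteria is met; inactive means mean below 60% and not all replicates reaching 60%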;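 further: luciferase light reporting Pax8 driven TPO promoter activity; plate controls were median of neutral control wells for no effect and mitoxantrone controls for full effect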
INS-1E GSIS act – primary screen for activators of insulin secretion dependent on glucose, INS-1E cells, GLuc reporter luminescence; INS-1E GLuc reporter insulin secretion, 2-3 h; activation, % at 16.6 µM; 370,000 compounds, 0.61% hits; AID 743287;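 active means lowest replicate activation of at least 40%, so every replicate reaches that level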;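 further: 0% = median of neutral control wells and 100% = median of IBMX positive control wells; some compounds called inactive have numbers as strong as hits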
F508del corr – correctors of CFTR F508del function in bronchial epithelial cells; CFBE cells, YFP halide quenching; stimulated with forskolin plus potentiator P3; % fluorescence drop versus neutral controls; activity (quench increase), % at 7.58 µM; 350,000 compounds, 0.36% hits;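 active means mean added fluorescence quench of at least 8% versus neutral control, with both replicates also reaching 8%; inconclusive means only one of the mean or replicate conditions met; inactive means mean below 8% and not both replicates reaching 8%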;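 further: cells transiently co-express mutant CFTR-F508del with the halide-sensitive YFP; corrector assay measuring rescue of mutant channel to the surface after 24 h compound exposure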
An asterisk follows results filed as active; [ ] = remark or other dose.

What do the screens show for `O=C(C[C@@H]1C[C@@H]2c3cc(NC(=O)Nc4ccc(F)cc4)ccc3O[C@@H]2[C@@H](CO)O1)NCC1CC1`?
miR-122 sensor: 2.8[16.7 µM]; EWS-Fli block: -6.3; FN deposition inh: -2.3; DENV2 CPE rescue: -2.9; PAX8 inh HTS: -12.7; INS-1E GSIS act: -0.1; F508del corr: 1.5

Results for COc1cc2cc(CCCOC(=O)c3ccco3)oc(=O)c2cc1OC ?
miR-122 sensor: -1.1; EWS-Fli block: -5.9; FN deposition inh: -6.5; DENV2 CPE rescue: -6.8; PAX8 inh HTS: 2.6; INS-1E GSIS act: -3.5; F508del corr: 2.7

What do the screens show for `CN(C)S(=O)(=O)c1cccc(NC(=S)N/N=C/c2cc(Br)ccc2O)c1`?
miR-122 sensor: 15.6; EWS-Fli block: 11.1; FN deposition inh: 1.0; DENV2 CPE rescue: 7.1; PAX8 inh HTS: inconclusive; INS-1E GSIS act: -22.7; F508del corr: -1.7

What do the screens show for `COc1cccc(CNC(=O)CCC2CCCN(C(=O)C3CCOCC3)C2)c1` (configuration not stated)?
miR-122 sensor: -3.0; EWS-Fli block: -12.1; DENV2 CPE rescue: 1.4; PAX8 inh HTS: 6.6; INS-1E GSIS act: -3.7; F508del corr: -1.4

What do the screens show for `C[C@H](CO)N1C[C@H](C)[C@@H](CN(C)S(C)(=O)=O)OCCCC[C@H](C)Oc2ccc(NC(=O)c3ccccc3)cc2C1=O`?
miR-122 sensor: 2.4[16.7 µM]; EWS-Fli block: -0.8; PAX8 inh HTS: 2.9; INS-1E GSIS act: 6.0; F508del corr: -2.0

Results for COc1ccc(S(=O)(=O)Nc2ncccc2C)c2ccccc12 ?
miR-122 sensor: 80.3; EWS-Fli block: -10.7; FN deposition inh: 3.5; DENV2 CPE rescue: 1.9; PAX8 inh HTS: 8.2; INS-1E GSIS act: -3.2; F508del corr: 1.7

How did CCOc1ccc(C(C)=O)cc1COC(=O)CN1C(=O)NC2(CCCC2)C1=O do in these assays?
EWS-Fli block: 3.2; DENV2 CPE rescue: -13.4; PAX8 inh HTS: 4.1; INS-1E GSIS act: 241.1*; F508del corr: 1.0

What do the screens show for `COc1ccc(S(=O)(=O)N2CCN(C(=O)NCc3ccc(OC)c(OC)c3)CC2)cc1`?
miR-122 sensor: -4.1; EWS-Fli block: 0.5; FN deposition inh: 12.5; DENV2 CPE rescue: 3.1; PAX8 inh HTS: 7.8; INS-1E GSIS act: -7.1; F508del corr: -0.3

Results for NC(=O)C1(Nc2ccccc2Cl)CCCC1 ?
miR-122 sensor: 0.6; EWS-Fli block: -10.0; FN deposition inh: -0.5; DENV2 CPE rescue: 0.2; PAX8 inh HTS: -0.4; F508del corr: -3.0

Results for O=C(CN(Cc1ccco1)C(=O)c1ccccc1)Nc1ccc(Cl)c(Cl)c1 ?
miR-122 sensor: -0.9; FN deposition inh: -3.1; PAX8 inh HTS: 5.4

What do the screens show for `CC(C)C1C(=O)N(Cc2cn(CC3CCCCC3)nn2)CCS(=O)(=O)N1Cc1ccc(-c2ccc(F)nc2)cc1` (configuration not stated)?
miR-122 sensor: -8.2; EWS-Fli block: 8.8; DENV2 CPE rescue: inconclusive; PAX8 inh HTS: 14.5; INS-1E GSIS act: -40.9; F508del corr: 0.1

Results for C[C@H]1CN([C@@H](C)CO)S(=O)(=O)c2ccc(C#CC3CC3)cc2O[C@H]1CN(C)C(=O)C1CCC1 ?
miR-122 sensor: 20.1[16.7 µM]; EWS-Fli block: 2.0; DENV2 CPE rescue: 0.8; INS-1E GSIS act: -3.5; F508del corr: -4.6

Results for C[C@@H]1CN([C@@H](C)CO)S(=O)(=O)c2ccc(-c3cncnc3)cc2O[C@H]1CN(C)C(=O)c1ccc2c(c1)OCO2 ?
miR-122 sensor: -2.4[16.7 µM]; EWS-Fli block: 2.5; FN deposition inh: -11.4; DENV2 CPE rescue: 2.5; INS-1E GSIS act: 1.9; F508del corr: -1.7

Results for C[C@@H]1CCCCO[C@@H](CN(C)C(=O)C2CCCCC2)[C@@H](C)CN([C@H](C)CO)C(=O)c2cc(NC(=O)C3CCCCC3)ccc2O1 ?
miR-122 sensor: -4.7[16.7 µM]; EWS-Fli block: -3.5; DENV2 CPE rescue: 1.5; PAX8 inh HTS: -16.6; INS-1E GSIS act: -12.8; F508del corr: -0.7

How did O=C(CNC(=O)c1ccco1)N/N=C/c1ccccc1[N+](=O)[O-] do in these assays?
EWS-Fli block: -18.0; FN deposition inh: -6.9; DENV2 CPE rescue: 6.6; PAX8 inh HTS: 5.7; INS-1E GSIS act: -2.5; F508del corr: 0.9

Results for Cc1cccc(Nc2nc(N)c([N+](=O)[O-])c(NCCO)n2)c1 ?
miR-122 sensor: -4.7; EWS-Fli block: -15.2; FN deposition inh: 8.9; DENV2 CPE rescue: 9.2; PAX8 inh HTS: 8.0; INS-1E GSIS act: 25.7

Results for CCC(=O)N1CC(=O)N2[C@@H](CO)[C@H](c3ccc(-c4ccncc4)cc3)[C@@H]2C1 ?
EWS-Fli block: -0.2; DENV2 CPE rescue: 5.9; PAX8 inh HTS: -0.5; INS-1E GSIS act: 2.2; F508del corr: -0.3

What do the screens show for `Nc1nc(-c2ccccc2)c(CC(=O)O)s1`?
miR-122 sensor: -5.9; EWS-Fli block: 2.7; FN deposition inh: 0.1; DENV2 CPE rescue: 1.7; PAX8 inh HTS: 3.8; F508del corr: -2.2

Results for CC(C)(C)NC(=O)C(c1ccc(O)cc1)N(C(=O)CCC(=O)Nc1nccs1)c1ccc(F)cc1 (configuration not stated) ?
miR-122 sensor: -3.0; EWS-Fli block: 15.0; FN deposition inh: -8.2; DENV2 CPE rescue: -2.1; PAX8 inh HTS: 18.2; INS-1E GSIS act: -30.4; F508del corr: 0.6

Results for O=S(=O)(c1ccc2c(c1)OCCO2)N1CCNCC1 ?
miR-122 sensor: 5.1; EWS-Fli block: -7.0; FN deposition inh: 0.9; DENV2 CPE rescue: -0.9; PAX8 inh HTS: 2.5; INS-1E GSIS act: 5.0; F508del corr: -2.2

Results for CC(Oc1ccc(F)cc1)C(=O)Nc1ccc(N2CCOCC2)cc1N1CCOCC1 (configuration not stated) ?
EWS-Fli block: 2.0; FN deposition inh: 1.2; DENV2 CPE rescue: -0.1; PAX8 inh HTS: 0.8; INS-1E GSIS act: 35.6; F508del corr: 3.0

How did c1coc(CNc2ncnc3[nH]ncc23)c1 do in these assays?
miR-122 sensor: -4.4; EWS-Fli block: -1.2; FN deposition inh: -9.5; DENV2 CPE rescue: -4.0; PAX8 inh HTS: 5.8; INS-1E GSIS act: 10.0; F508del corr: 2.2

What do the screens show for `O=C1CC(=O)Nc2cc(S(=O)(=O)N3CCOc4ccc(Cl)cc43)ccc2N1`?
miR-122 sensor: -8.5; EWS-Fli block: -3.9; FN deposition inh: 16.0; DENV2 CPE rescue: 10.4; PAX8 inh HTS: 13.3; INS-1E GSIS act: -13.0; F508del corr: -2.5

How did CO[C@H]1CN(C)C(=O)c2ccc(NC(=O)C3CCC3)cc2OC[C@H](C)N(C)C[C@H]1C do in these assays?
miR-122 sensor: 6.4[16.7 µM]; EWS-Fli block: -2.8; FN deposition inh: 5.5; DENV2 CPE rescue: -2.8; PAX8 inh HTS: -3.3; INS-1E GSIS act: -2.4; F508del corr: -2.5

How did CCOC(=O)c1cnc2cc(-c3ccc(C)cc3)nn2c1C do in these assays?
miR-122 sensor: -6.2; EWS-Fli block: -7.7; FN deposition inh: -8.5; DENV2 CPE rescue: -3.3; PAX8 inh HTS: -12.3; INS-1E GSIS act: 15.0; F508del corr: 2.4

How did C[C@H]1CN([C@@H](C)CO)S(=O)(=O)c2ccc(C#CC3CC3)cc2O[C@@H]1CN(C)C(=O)C1CCC1 do in these assays?
miR-122 sensor: 4.4[16.7 µM]; EWS-Fli block: 12.6; DENV2 CPE rescue: 2.6; INS-1E GSIS act: -16.9; F508del corr: -0.3

Results for COc1ccc(-c2ccc3c(c2)[C@@H]2[C@@H](CCN2C(=O)Cc2ccccn2)[C@@H](CO)N3C)cc1 ?
miR-122 sensor: 2.5[16.7 µM]; EWS-Fli block: -26.5; FN deposition inh: 5.2; PAX8 inh HTS: -11.5; INS-1E GSIS act: 23.4; F508del corr: 1.9

What do the screens show for `COC(=O)c1ccccc1N(C)S(C)(=O)=O`?
miR-122 sensor: -12.0; FN deposition inh: 15.1; PAX8 inh HTS: -16.1

Results for CC(=O)Oc1[nH]c(=O)c2cccc3c2c1CCC3 ?
EWS-Fli block: -3.9; DENV2 CPE rescue: -5.2; PAX8 inh HTS: -4.7; INS-1E GSIS act: -7.2; F508del corr: 0.0

Results for CC1CCN(C(=O)COC(=O)c2ccc([N+](=O)[O-])o2)CC1 ?
EWS-Fli block: 2.6; FN deposition inh: -7.9; DENV2 CPE rescue: 3.9; PAX8 inh HTS: -21.7; INS-1E GSIS act: -7.2; F508del corr: -0.5

Results for COc1ccc(NC(=O)N(C)C[C@H]2Oc3c(cccc3N(C)C)C(=O)N([C@H](C)CO)C[C@H]2C)cc1 ?
miR-122 sensor: 8.0[16.7 µM]; EWS-Fli block: -10.3; DENV2 CPE rescue: -2.8; PAX8 inh HTS: -20.9; INS-1E GSIS act: 0.1; F508del corr: 8.1*

What do the screens show for `O=C(/C=C/c1ccc(O)c(O)c1)OC(Cc1ccc(O)c(O)c1)C(=O)O` (configuration not stated)?
miR-122 sensor: -0.8; EWS-Fli block: 8.1; DENV2 CPE rescue: 5.8; INS-1E GSIS act: 1.6; F508del corr: 0.4

Results for CC(C)(C)N(Cc1ccccc1)C(=O)COC(=O)Cn1cnc2ccccc2c1=O ?
EWS-Fli block: -11.0; FN deposition inh: -8.3; DENV2 CPE rescue: -5.6; PAX8 inh HTS: 5.1; INS-1E GSIS act: -12.7; F508del corr: -0.2

Results for Cc1ccc(CNC(=O)c2cnccn2)cc1 ?
FN deposition inh: -9.3; PAX8 inh HTS: -20.1; INS-1E GSIS act: -1.3

What do the screens show for `CCC(=O)N(C)C[C@@H]1Oc2cc(C#CCN(C)C)ccc2S(=O)(=O)N([C@@H](C)CO)C[C@H]1C`?
miR-122 sensor: 0.2[16.7 µM]; EWS-Fli block: 4.8; FN deposition inh: -1.3; DENV2 CPE rescue: 7.0; INS-1E GSIS act: 0.6; F508del corr: 0.2

What do the screens show for `O=C(Cc1ccc(Cl)c(Cl)c1)Nc1ccccc1N1CCOCC1`?
miR-122 sensor: 12.0; EWS-Fli block: -3.0; FN deposition inh: -4.7; DENV2 CPE rescue: 7.1; PAX8 inh HTS: 24.6; INS-1E GSIS act: -14.7; F508del corr: 2.0

What do the screens show for `COc1cccc(S(=O)(=O)N2CC3(CN[C@H](CO)c4c3c3ccc(OC)cc3n4C)C2)c1`?
EWS-Fli block: 9.2; DENV2 CPE rescue: -8.0; INS-1E GSIS act: 0.2; F508del corr: 1.4

Results for CCOc1ccc2nc(N3C(=O)/C(=C/c4ccc(Cl)cc4)NC3=S)sc2c1 ?
FN deposition inh: 5.6; PAX8 inh HTS: -50.7; INS-1E GSIS act: -3.0

What do the screens show for `O=C(N/N=C/c1ccc(O)c(Br)c1)c1cc2c(ccc3ccccc32)o1`?
EWS-Fli block: -4.3; FN deposition inh: 8.9; DENV2 CPE rescue: -3.0; INS-1E GSIS act: 3.8; F508del corr: -1.1

Results for CCCSc1ccc([C@H]2N[C@@](C)(C(=O)OC)[C@H]3C(=O)N(C)C(=O)[C@@H]23)cc1 ?
miR-122 sensor: -13.0; EWS-Fli block: 2.4; FN deposition inh: 5.6; DENV2 CPE rescue: -4.5; PAX8 inh HTS: -30.9; INS-1E GSIS act: -7.5; F508del corr: -2.4

Compound activity as filed in PubChem BioAssay.
